From PubChem BioAssay
NS5 inhibitors: flavivirus cap methylation enzyme inhibition – biochemical, confirmation dose response, primary screen (AID 588689); Dengue-2 NS5 methyltransferase capping enzyme assay, biochemical; higher % means a stronger effect; one-dose inhibition, % at 25 µM; IC50 in µM for titrated hits; hit rate 0.3% among 340,000; in the data active = a potency from the dose series; inconclusive = inhibition above about 29% without an active follow-up result
GPR35 antagonists: GPR35 antagonists blocking zaprinast-driven arrestin recruitment, primary screen, imaging, U2OS, beta-arrestin-GFP, zaprinast agonist (AID 2058) | U2OS GPR35 beta-arrestin-GFP translocation imaging, zaprinast antagonism; higher % means a stronger effect | inhibition, % at 10 µM, or IC50 in µM where a hit was titrated | hit rate 0.052% among 290,000;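 active = inhibition of at least 50% with at least 30 cells and total cytoplasm GFP at most 10,000,000; inconclusive = under 30 cells or total GFP of 10,000,000 plus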
GPR55 activation: GPR55 agonists via beta-arrestin recruitment, primary screen, imaging, U2OS cells, beta-arrestin-GFP redistribution (AID 1961); U2OS GPR55 beta-arrestin-GFP redistribution imaging; higher % means a stronger effect; activation, % at 10 µM, or EC50 in µM where a hit was titrated; hit rate 0.048% among 290,000;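 active = activation above 40% with more than 50 cells counted in the well; inconclusive = wells holding fewer than 50 cells, flagged as toxic or sparse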;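 note: U2OS osteosarcoma cells stably expressing GPR55 and beta-arrestin-GFP; plate controls were DMSO negative control for no effect and LPI positive control for full effect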
KOR beta-arrestin-1: KOR agonists, beta-arrestin recruitment, primary screen, cell-based, luminescence, uHTS (AID 1777) | KOR beta-arrestin recruitment, luminescence; higher % means a stronger effect | activation, % at 10 µM; hits with a dose series show EC50 in µM | hit rate 0.02% among 280,000; in the data active = activation above about 50%, passing the limit was not always enough; note: a part of the inactive calls stands beside numbers as strong as those of hits
HIV fusion peptide: cell-free HIV fusion peptide-binding blockers – biochemical, uHTS, fluorescence dequenching, primary screen (AID 1986). hit rate 0.3% among 290,000. cell-free peptide binding, fluorescence dequenching, 30 min; higher % means a stronger effect. one-dose inhibition, % at 20 µM; IC50 in µM for titrated hits; in the data active = inhibition mostly above about 52%, no sharp cut-off; inactive = mostly below about 76%; note: some results filed as inactive read as strong as hits
NOD1 NF-kB reporter: NOD1 signaling inhibitors, primary screen, cell-based, luminescence, uHTS (AID 1578); NOD1-driven NF-kB luciferase reporter cells, luminescence; higher % means a stronger effect; one-dose inhibition, % at 4 µM; EC50 in µM for titrated hits; hit rate 1% among 290,000; in the data active = inhibition mostly above about 36%, no sharp cut-off; inactive = mostly below about 34%;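 note: HEK-293T reporter cells stimulated with the NOD1 agonist gamma-tri-DAP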
KOR beta-arrestin-2: KOR antagonists, beta-arrestin recruitment, cell-based, luminescence, uHTS (AID 1778) | KOR beta-arrestin recruitment, luminescence, antagonist mode; higher % means a stronger effect | inhibition, % at 10 µM, or IC50 in µM where a hit was titrated | hit rate 0.091% among 290,000; in the data active = inhibition above about 50%; note: strong numbers were not always called active
West Nile antiviral: West Nile virus antiviral activity, cell-based, CPE readout (AID 1621); hit rate 0.02% among 290,000; West Nile virus-infected cells, CPE inhibition; higher % means a stronger effect; CPE inhibition, % at 10 µM; hits with a dose series show IC50 in µM; in the data active = a potency from the dose series; inconclusive = CPE inhibition mostly from about 3.7% at the one dose, without a potency; inactive = the rest, 99 in 100 with CPE inhibition below about 2.2%; note: strong numbers were not always called active
GPR55 antagonists: GPR55 antagonists blocking LPI-driven arrestin recruitment, primary screen, imaging, U2OS, beta-arrestin-GFP, LPI agonist (AID 2013); U2OS GPR55 beta-arrestin-GFP translocation imaging, LPI antagonism; higher % means a stronger effect; one-dose inhibition, % at 10 µM; IC50 in µM for titrated hits; hit rate 0.13% among 290,000;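 active = spots per cell inhibited over 60%, with over 100 cells counted and total cytoplasm intensity under 500,000; inconclusive = wells with under 100 cells, flagged as likely toxic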;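 note: U2OS cells stably carrying GPR55 and arrestin-GFP stimulated by 5 µM LPI near EC80; imaged beta-arrestin-GFP aggregate spots per cell after agonist stimulation; plate controls were LPI-stimulated DMSO wells for no effect and DMSO wells without LPI for full effect; some results filed as inactive read as strong as hits; confirmed hits need IC50 under 10 µM and bright autofluorescent wells are also inconclusive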
NS5 inhibitors pilot replicate: recorded beside NS5 inhibitors, whose call it bears; inhibition, %; measured here: pilot screen replicate inhibition
An asterisk follows results filed as active; ? = inconclusive; nt = not tested or not shown; [ ] = dose if it differs, or a comment. Some of the compounds tested, so the mix of outcomes need not match the whole.

SMILES	NS5 inhibitors	GPR35 antagonists	GPR55 activation	KOR beta-arrestin-1	HIV fusion peptide	NOD1 NF-kB reporter	KOR beta-arrestin-2	West Nile antiviral	GPR55 antagonists	others
CC(C)N1CCC(N2CCN(Cc3nc4ccccc4s3)CC2CCO)CC1 (centres undefined)	-2.9%	19.9%	0.8%	-0.3%	1.3%	-1.8%	34.7%	0.2%	-2.9%
O=C(C[n+]1ccccc1)N1CCCc2ccccc21	-7.0%	-13.2%	-0.2%	-2.8%	-1.3%	-21.1%	3.4%	0.0%	-4.2%
CCOC(=O)c1sc(NC(=O)CS(=O)(=O)c2ccc(C)cc2)nc1C	-4.1%	-3.5%	0.0%	-1.3%	3.1%	-20.8%	-12.3%	0.9%	-11.7%
CC(=O)N(Cc1ccccc1)Cc1cn(CCC#N)nc1-c1cccc([N+](=O)[O-])c1	-3.7%	-11.9%	0.1%	-5.8%	0.6%	-25.0%	9.0%	-0.1%	14.6%
Cc1oc(-c2ccccc2)cc1C(=O)Nc1cccc2ccccc12	-10.4%	10.8%	0.6%	-3.3%	-1.7%	27.8%	-28.0%	0.1%	7.9%
CCN(CC)CCCCCOc1ccccc1OC	0.0%	-4.3%	-0.3%	-6.5%	5.6%	-8.0%	6.6%	0.5%	18.4%
N#Cc1cc(C(=O)c2cc(Br)ccc2O)cn(C2CC2)c1=O	-3.3%	2.0%	-0.3%	7.5%	-2.5%	3.5%	-7.7%	-0.2%	3.4%
CS(=O)(=O)N1CCN(c2ccccc2F)CC1	-7.2%	9.9%	-0.1%	0.9%	-1.5%	-16.6%	-27.9%	0.1%	-11.4%
Cc1oc(-c2ccccc2F)nc1CN1CCC(C(=O)NC2CCCCCCC2)CC1	1.4%	4.9%	-0.1%	1.8%	-4.0%	-14.7%	13.1%	nt	10.2%	NS5 inhibitors pilot replicate=-0.5
COc1cc(/C=C/C(=O)Nc2nc3ccc(S(=O)(=O)N(C)C)cc3s2)cc(OC)c1OC	-3.3%	-14.8%	-0.4%	6.7%	3.6%	28.3%	-31.7%	-0.5%	-4.8%
CC(C)c1ccc(C2NC(=O)NC3=C2CCc2ccccc23)cc1 (centres undefined)	6.9%	-15.8%	-0.1%	-4.1%	0.0%	19.4%	-1.8%	-0.3%	4.8%
COc1ccc(/C=N/Nc2nnc(-c3ccccc3)c(=O)[nH]2)cc1	3.7%	-4.9%	0.0%	12.9%	-2.0%	-29.6%	-2.2%	?	-1.4%
O=S(=O)(c1ccccc1)c1ccc(NCc2ccco2)cc1	-6.5%	-16.1%	-0.2%	-3.5%	7.8%	18.2%	-11.1%	-0.7%	-4.6%
O=C(Nc1c2c(nc3ccccc13)CCCC2)c1cccc([N+](=O)[O-])c1	-3.3%	-9.9%	0.1%	0.0%	1.5%	-13.1%	16.8%	-1.1%	6.1%
COc1ccc2c(c1)c(=O)oc1cc(OC(C(=O)O)c3ccccc3)ccc12 (centres undefined)	10.4%	-0.8%	0.0%	-3.4%	3.9%	-5.8%	-3.2%	-0.8%	-3.6%
COc1ccccc1NC(=O)CSc1nnc(C2CCCCC2)n1-c1ccccc1	-16.5%	-1.3%	0.0%	4.6%	-1.0%	1.9%	13.2%	-0.4%	8.9%
Cc1nc2ccccc2nc1N/N=C/c1ccc(O)cc1	8.6%	-7.7%	0.1%	8.4%	-1.1%	-10.3%	-2.3%	0.2%	-9.8%
c1ccc(C2=Nc3c(ccc4ccccc34)C(c3ccncc3)=NN2)cc1	-1.5%	-11.7%	0.5%	1.6%	-3.0%	-42.3%	-9.3%[20 µM]	-0.8%	-19.3%
COC(=O)c1ccc(CSc2cc(C)c3cc(C)cc(C)c3n2)o1	-13.2%	14.1%	0.2%	1.4%	0.6%	48.3%*	1.7%	-0.9%	1.9%
COCCNC(=O)C(c1cccs1)N(Cc1cccs1)C(=O)Cn1nnc2ccccc21 (centres undefined)	-7.0%	-2.2%	-0.4%	-1.1%	-2.8%	28.1%	35.5%	-0.4%	1.4%
CC(=O)Oc1ccc2c(C)cc(=O)[nH]c2c1	-2.1%	-0.2%	0.1%	2.7%	1.9%	-5.4%	-8.9%	1.3%	-5.1%
Cc1nc2ccc(NC(=O)COc3ccccc3[N+](=O)[O-])cc2s1	nt	-8.5%	-0.1%	-2.7%	-3.1%	-37.8%	-9.8%	1.3%	-10.1%
COc1ccc(CCNC(=O)C2CCCN(Cc3nc(-c4cccc(Cl)c4)oc3C)C2)cc1OC (centres undefined)	-4.8%	-5.7%	0.0%	2.3%	-4.4%	36.7%	-13.5%	-0.8%	11.5%
CCOc1cc(C2Nc3ccccc3NC3=C2C(=O)CC(C)(C)C3)ccc1OC(C)=O (centres undefined)	10.1%	4.1%	0.5%	-8.4%	-0.7%	3.9%	-35.3%[20 µM]	-0.1%	10.0%
Cc1cc(Nc2ccccc2)n(-c2nc3ccccc3[nH]2)n1	1.1%	-9.7%	-0.2%	4.1%	3.0%	nt	2.4%	0.0%	13.8%
O=C(NNC(=S)Nc1ccc(Cl)c(Cl)c1)c1ccccn1	-0.8%	-4.6%	-0.1%	0.1%	5.6%	-42.5%	-67.3%[20 µM]	?	0.9%
COc1ccc(CN2C(=NC(=O)c3ccccc3)SC3CS(=O)(=O)CC32)cc1OC (centres undefined)	-2.0%	15.3%	-0.1%	6.1%	3.8%	0.8%	4.8%	1.4%	0.1%
OCC1(CCCc2ccccc2)CCN(C2CCC2)CC1	2.3%	0.6%	0.1%	-3.9%	0.9%	-17.0%	-23.3%[20 µM]	-0.1%	-2.9%
Cc1ccc(CNC(=O)CCCn2c(=O)c3ccccc3n(CC(=O)NC3CCCC3)c2=O)cc1	1.4%	-7.8%	-0.1%	-3.1%	3.1%	-13.4%	25.2%	0.0%	3.9%
O=C1c2cccc3c([N+](=O)[O-])ccc(c23)C(=O)N1c1ccc(Cl)cn1	8.2%	-9.7%	0.3%	3.6%	-1.7%	-20.1%	46.1%	nt	26.7%
O=C(Nc1ccc(Br)cc1)/C(=C/c1cccc([N+](=O)[O-])c1)NC(=O)C1CCCCC1	-2.1%	-2.6%	-0.2%	-6.7%	-1.9%	-6.5%	22.2%	-0.9%	8.7%
O=c1cc(-c2ccc(O)cc2)oc2cc(O)c(C3OC(CO)C(O)C(O)C3O)c(O)c12 (centres undefined)	-2.1%	-5.5%	0.5%	-5.8%	12.9%	-6.5%	-13.0%	0.2%	11.8%
CCN1CCN(C(=O)CN2C(=O)COc3ccc(C)cc32)CC1	-6.6%	-13.8%	-0.1%	-1.4%	0.6%	-25.9%	-15.1%	-0.5%	12.0%
CCOC(=O)COn1c(=O)c(-c2ccc(OCC)cc2)[n+]([O-])c2ccccc21	-6.6%	15.5%	0.0%	-5.4%	-2.3%	-4.5%	6.4%	-0.2%	1.5%
S=c1[nH]nc(-c2ccccn2)n1/N=C/c1cccc(Cl)c1	-16.7%	-8.5%	-0.4%	-8.9%	-3.9%	-24.1%	19.6%	-0.1%	15.8%
O=C(NC(=S)N1CCc2ccccc21)c1ccccc1Br	-3.9%	-10.4%	-0.3%	0.1%	-0.1%	-34.6%	-29.5%	0.0%	2.3%
CC(C)CCNC(=O)c1ccc(Cl)c(N)c1	nt	9.0%	-0.1%	-1.5%	0.7%	-15.3%	-34.5%[20 µM]	-0.3%	11.0%
CCOc1ccc(CN2CCN(Cc3cccn3-c3nccs3)CC2CCO)cc1 (centres undefined)	-0.3%	-0.5%	0.2%	1.3%	-0.6%	0.5%	-4.1%	-0.4%	5.9%
CCOc1cc2[nH]c(=O)n(CCCC(=O)N(C)Cc3ccccc3)c(=O)c2cc1OCC	4.5%	-2.9%	0.2%	-1.2%	1.0%	-15.4%	-1.9%	-0.3%	3.8%
COc1ccc(CCN2CC(C(=O)NCCN3CCOC3=O)CCC2=O)cc1 (centres undefined)	-1.9%	7.5%	-0.1%	6.8%	0.9%	-13.9%	-8.1%	0.1%	6.7%
CCCCn1c(SCC(=O)NCc2ccc(OC)c(C(=O)O)c2)nc2cc(S(N)(=O)=O)ccc21	-2.4%	-12.7%	-0.1%	3.7%	-0.3%	27.2%	-12.6%	-0.1%	-7.2%
COc1cc(/C=N/NC(=O)c2cccnc2)ccc1OCC(=O)Nc1ccc(C)cc1	-4.6%	-15.0%	0.0%	12.5%	0.1%	-38.9%	-19.0%	0.0%	1.1%
FC(F)(F)c1cc(-c2ccccn2)nc2cc(-c3ccccc3)nn12	4.7%	22.0%	0.0%	47.7%	0.3%	4.5%	-5.4%	0.1%	0.2%
Cc1ccc(C(=O)O)cc1NC(=O)CCc1ccccc1	-1.7%	-4.1%	0.1%	-0.8%	-0.9%	-19.3%	12.4%	0.0%	2.6%
COc1ccc(CN2C(=O)CCC(C(=O)O)C2c2ccccc2)cc1 (centres undefined)	-5.2%	9.1%	-0.1%	3.7%	-0.7%	-5.0%	-21.1%	0.1%	-0.1%
CN(Cc1cccnc1)C(=O)CNC(=O)c1ccc(Cl)cc1Cl	-4.7%	-1.3%	-0.3%	-5.2%	0.3%	-25.5%	3.2%	0.5%	2.8%
COC(=O)c1ccc(N2CCN(C)CC2)c(NC(=O)COc2ccc(OC)cc2)c1	-4.0%	-5.0%	-0.3%	-7.8%	-1.6%	-14.5%	-19.2%	-1.1%	1.5%
COc1ccc(S(=O)(=O)NCC(=O)NC2CC2)cc1OC	-2.6%	-4.9%	0.2%	-1.4%	0.7%	-0.9%	0.2%	0.0%	12.0%
COc1ccc(OC)c(C(C)NC(=O)c2ccco2)c1 (centres undefined)	4.7%	8.0%	0.0%	2.3%	-1.5%	6.8%	1.2%	-0.6%	-7.9%
Cn1cnc([N+](=O)[O-])c1Oc1ccccc1	-2.2%	2.8%	-0.3%	10.4%	0.9%	9.5%	-15.6%	-0.6%	0.0%
COc1ccc(S(=O)(=O)Nc2nc3ccccc3nc2NCC2CCCO2)cc1 (centres undefined)	4.6%	-0.3%	-0.1%	2.3%	0.1%	-3.5%	6.0%	0.7%	-2.6%
Cc1nc2ccc(S(=O)(=O)Nc3cccc(-c4nc5cccnc5s4)c3C)cc2s1	0.0%	-3.2%	-0.3%	1.2%	1.9%	-33.3%	-37.4%	0.5%	5.5%
CCn1c(CCCNC(=O)c2ccc(F)cc2)nc2ccccc21	-0.7%	2.8%	-0.3%	-1.8%	1.4%	-23.8%	13.8%	0.7%	-5.1%
CCOC(=O)C1(Cc2ccccc2)CCN(Cc2cn(CC(=O)OC)c3ccccc23)CC1	11.9%	12.9%	-0.2%	-4.2%	-1.3%	-28.8%	-13.4%	-0.3%	7.1%
CCOc1ccc(C(=O)NCCCCNC(=O)c2ccc(OCC)cc2)cc1	-6.2%	11.8%	-0.3%	1.8%	0.1%	17.9%	-25.3%	-0.4%	9.1%
